High-throughput results: PubChem BioAssay, National Center for Advancing Translational Sciences (NCATS)
Pf growth 48h: Primary qHTS for delayed death inhibitors of the malarial parasite plastid, 48 hour incubation | AID 504832, 2011 | P. falciparum luciferase growth in erythrocytes, 48 h | Potency, µM (titrated, usually from 28.7 µM), inactives show at the top dose activity change, negative = inhibition, hits mostly inhibitors | hit rate 5.9% among 310,000; further: potency means the concentration at half of the fitted maximal effect; on the % scale 0 is the no-effect control and ±100 the full control effect
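Cell-based growth assay: transgenic P. falciparum expressing firefly luciferase, cultured in red cells within RPMI 1640 containing 0.5% w/v Albumax, 24 mM bicarbonate and gentamycin. A drop in luciferase activity indicates inhibition.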
Sm TGR inh: qHTS Assay for the Inhibitors of Schistosoma Mansoni Peroxiredoxins. purified TGR, DTNB reduction, TNB absorbance 405 nm. Schistosoma mansoni thioredoxin glutathione reductase (TGR), Q962Y6. hit rate 3% among 360,000. Potency, µM (highest dose often 114 µM), for inactives: top-dose activity change, negative = inhibition, usual class: inhibitors; further: potency means the concentration at half of the fitted maximal effect; on the % scale 0 is the no-effect control and ±100 the full control effect; nearly all actives have a fitted effect of over 60% in size
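TGR 20 nM + NADPH 100 uM (dispensed conc.), cpd preinc 15 min RT; start with NADPH (500 uM addition) then DTNB (15 mM addition). Kinetic TNB absorbance, 405 nm filter. Four-parameter Hill fit across titration.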
Shiga inhibitor: A qHTS for Small Molecule Inhibitors of Shiga Toxin; Vero cells, Shiga toxin protein synthesis inhibition reporter; inhibition, % at 38.7 µM; hit rate 9.2% among 290,000; AID 2315, 2010; in the data active means inhibition mostly above about 28%, no sharp cut-off; inactive means mostly below about 43%; further: 0% is about no effect
FBPA Giardia inh: qHTS Assay for Inhibitors of Fructose-1,6-bisphosphate Aldolase from Giardia Lamblia. Potency, µM (series often up to 59.6 µM), inactives show top-dose activity, negative = inhibition, usual class: inhibitors. purified Giardia FBPA. A8B2U2. hit rate 0.71% among 290,000. AID 2451, 2010; further: potency means the concentration at half of the fitted maximal effect; on the % scale 0 is the no-effect control and ±100 the full control effect; nearly all actives have a fitted effect of over 55% in size
Target sequence (A8B2U2 whole entry, looked up): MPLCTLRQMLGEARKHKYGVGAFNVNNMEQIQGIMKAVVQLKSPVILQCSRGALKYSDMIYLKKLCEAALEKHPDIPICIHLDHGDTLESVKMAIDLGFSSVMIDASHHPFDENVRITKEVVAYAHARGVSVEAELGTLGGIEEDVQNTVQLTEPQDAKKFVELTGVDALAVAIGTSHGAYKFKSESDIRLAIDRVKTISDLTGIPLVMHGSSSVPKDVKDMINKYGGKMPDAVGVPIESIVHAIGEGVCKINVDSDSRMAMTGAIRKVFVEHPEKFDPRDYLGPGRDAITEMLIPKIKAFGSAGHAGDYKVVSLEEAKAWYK
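Giardia FBPA (40 nM reagent) was preincubated 10 min at RT with compound (up to 57.5 uM final), then substrate plus GAPDH/TPI/NAD/arsenate coupling system with diaphorase/resazurin was added; resorufin fluorescence (525/598 nm) was read after 20 min.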
CHX counter: Cycloheximide Counterscreen for Small Molecule Inhibitors of Shiga Toxin. cell reporter, cycloheximide protein synthesis inhibition counterscreen. max response, %. hit rate 12% among 300,000. AID 2314, 2010; in the data active means max response mostly above about 13%, no sharp cut-off; inactive means mostly below about 14%; further: read at 38.3 µM for the half of the compounds with a filed dose; 0% is about no effect
Pf growth 96h: Primary qHTS for delayed death inhibitors of the malarial parasite plastid, 96 hour incubation | P. falciparum luciferase reporter growth, 96 h | Potency, µM (titrated, usually from 28.7 µM), for the others: top-dose activity change, negative = inhibition, hits mostly inhibitors | hit rate 6.9% among 320,000 | AID 504834, 2011; further: potency means the concentration at half of the fitted maximal effect; on the % scale 0 is the no-effect control and ±100 the full control effect
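Compounds incubated with erythrocytes infected by luciferase-expressing P. falciparum (2% hematocrit, 0.05% parasitemia final) for 96 hours, 37 C in 5% CO2. Growth inhibition scored as decreased luciferase luminescence.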
An asterisk follows results filed as active; ? = inconclusive; nt = not tested or not shown; [ ] = another dose, or the depositor's remark. Unless noted, the call rests on the fitted dose curve; in most records, active means well fitted curve in the direction sought with a large enough effect; inconclusive means small, poorly fitted or top-dose-only effect, or another doubt; inactive means no such curve, though single readings can be large; an effect the other way counts as inactive or inconclusive.

SMILES	Pf growth 48h	Sm TGR inh	Shiga inhibitor	FBPA Giardia inh	CHX counter	Pf growth 96h
Cc1cccc2sc(N(CCN3CCOCC3)C(=O)CCS(=O)(=O)c3ccccc3)nc12	6%	45µM*	nt	nt	nt	3%
COc1ccc(NC(=O)CSc2nc3c(c(=O)[nH]2)CCC3)cc1OC	16%	1%	2	-23%	7	0%
COc1cc2c(cc1OC)CN(c1nc(CN3CCCC3)nc3sc(C)c(C)c13)CC2	?	-10%	-9	-12%	-1	?
COc1ccc(CCNC2CCC(c3ccccc3)CC2)cc1 (configuration not stated)	-3%	-1%	-10	?	0	11%
CC1(NC(=O)c2ccccc2)CCN(CCc2cccs2)C1=O (configuration not stated)	24%	-10%	nt	nt	nt	?
Cc1ccc2nc(N(CCN(C)C)C(=O)c3cc(Cl)sc3Cl)sc2c1	41%[activator]	4%	33*	-18%	22*	8%
O=C(Nc1ccccc1)Nc1ccc2nnsc2c1	-44%	0%	61*	-6%	36*	?
CCc1ccccc1NC(=O)CSc1nnc([C@@H](N)Cc2c[nH]c3ccccc23)o1	-23%	4%	45	-7%	-5	?
Cc1cccc(-c2cc3nc(-c4ccccc4)cc(=O)n3[nH]2)c1	8%	-1%	49	-13%	21*	-5%
Cn1c(=O)c2sc3c(c2n(CC(=O)Nc2ccccc2)c1=O)COC(C)(C)C3	?	-3%	10	nt	4	?
CCOc1ccc2c(c1)nc(C)n2C	51%[activator]	-4%	18	4%	7	0%
COc1cc(S(=O)(=O)N2CCOCC2)ccc1NC(=O)COC(=O)COc1ccccc1	9%	0%	-12	0%	-2	14%
O=C(NCCCCCNC(=O)c1ccco1)c1ccco1	13%	-6%	-22	-3%	1	-15%
Cc1c(-c2ccco2)[n+](=O)c2c(n1[O-])CCCCC2	nt	-25%[11.4 µM]	-8	2%	-3	10%
COc1ccccc1C(=O)OCC(=O)NC(=O)NCc1ccccc1	-18%	1%	-2	-2%	1	21%
Cc1ccc(C(=O)Nc2ccc(Cl)cc2C)c(Cl)c1	238%[activator]	11%	100*	0%	27*	-13%
COc1ccc(S(=O)(=O)N2N=C(C)Oc3ccccc3C2=O)cc1	21%	7%	50	1%	6	7%
Cc1cc(=O)oc2cc(NC(=O)CCC(=O)O)ccc12	19%	4%	-12	4%	-1	77%[activator]
CC(C)C[C@H](NC(=O)C1CCN(S(=O)(=O)c2ccccc2)CC1)C(=O)NCc1ccncc1	-9%	2%	-2	nt	-3	-6%
Cc1ccc(NC(=O)C2CC2C)c(Cl)c1 (configuration not stated)	30%	-1%	62	2%	30*	-11%
O=C(Nc1ccc(N2CCCC2=O)cc1)c1cccc(F)c1	161%[activator]	-3%	76*	4%	39*	nt
COc1ccc(C2Nc3ccccc3C(=O)N2NC(=O)c2ccccc2)cc1OC (configuration not stated)	18%	4%	23	7%	6	?
COc1ccc(OC)c(C(=O)COC(=O)c2cccnc2SC)c1	-16%	6%	nt	nt	nt	39%
C[C@H]1COC2=C1C(=O)C(=O)c1c2ccc2c1CCCC2(C)C	?	4µM*	59*	?	26*	?
COc1ccc(CNC(=O)CN2CCC(NC(=O)c3ccccc3C)CC2)cc1	7%	-1%	-9	nt	-3	30%[activator]
Cc1cnn(-c2ccc3nnc(-c4ccc(Cl)cc4)n3n2)c1	5%	-32%	-15	8%	-3	?
Cc1ccc(-n2nnc3c(=O)n(Cc4cccc(C)c4)cnc32)cc1	3%	6%	-4	5%	1	-6%
COc1ccccc1C1CCN(Cc2ccc(Cl)c(Cl)c2)CC1	nt	0%	2	-3%	-1	?
CCCc1cc(C(=O)Nc2ccc(C#N)cc2)no1	41%[activator]	-1%	34	7%	15*	-29%
COc1ccc(C(=O)O)cc1NCc1cccnc1	3%	1%	-5	-18%	-2	6%
Cc1ccc(C(=O)N2CCc3ccccc32)o1	151%[activator]	-6%	98*	-1%	57*	41%[activator]
COc1ccc(S(=O)(=O)NCc2ccco2)cc1N(C)S(=O)(=O)c1ccccc1	-5%	-16%	51*	-6%	33*	?
Clc1cccc(/C(Cc2nc3ccccc3[nH]2)=N\Nc2ccccc2)c1	-84%	4%	55*	0%	54*	?
COc1ccc(Nc2nc(-c3sc(N)nc3C)cs2)cc1	-77%	3%	56*	-24%	25*	-26%
C#CCNC(=O)C1=C[C@@H](C2CCCCC2)C[C@@H](OCCCCO)O1	?	13µM*	26	-29%	15*	?
CCOP(=O)(OCC)C(NC(=O)Nc1ccc(Cl)cc1)c1ccccc1 (configuration not stated)	?	-5%	-19	2%	0	-17%
CN(C)c1ccc(S(=O)(=O)N2CCCCC2)cc1NC(=O)CN1C(=O)NC2(CCCC2)C1=O	13µM*	-8%	nt	nt	nt	?
Cc1ccc(C(=O)N2CCC(C)CC2)cc1NC1=NC2CS(=O)(=O)CC2S1 (configuration not stated)	28%	7%	-3	-4%	-2	8%
CCC(=O)Nc1cccc(NC(=S)NC(=O)c2ccccc2C)c1	?	?	72*	-8%	48*	nt
Cc1cc(C)c(S(C)(=O)=O)c(Oc2cccc(Cl)c2)n1	?	-8%	-4	-1%	-3	0%
Cc1ncoc1C(=O)Nc1ccc2c(c1)OCCO2	158%[activator]	14%	77*	-1%	47*	nt
CCOC(=O)C1CCN(C(=O)C2CCN(S(=O)(=O)c3c(C)noc3C)CC2)CC1	-3%	-7%	-29	4%	-8	4.1µM*
COc1ccc(NC(=O)Nc2ccc(F)cc2F)c(C)c1	nt	-14%	20	-15%	35*	?
C/C(=N\NC(=O)c1ccc(NS(=O)(=O)c2cccs2)cc1)c1ccc2ccccc2c1	0%	6%	19	0%	7	-21%
COc1ccccc1-c1nc(C#N)c(N2CCN(C(c3ccccc3)c3ccccc3)CC2)o1	3%	-10%	39	0%	-1	nt

Arranged by length of the SMILES (low to high): part of the list above.
SMILES	Pf growth 48h	Sm TGR inh	Shiga inhibitor	FBPA Giardia inh	CHX counter	Pf growth 96h
Cc1ccc(C(=O)N2CCc3ccccc32)o1	151%[activator]	-6%	98*	-1%	57*	41%[activator]
COc1ccc(NC(=O)Nc2ccc(F)cc2F)c(C)c1	nt	-14%	20	-15%	35*	?
C#CCNC(=O)C1=C[C@@H](C2CCCCC2)C[C@@H](OCCCCO)O1	?	13µM*	26	-29%	15*	?
COc1ccc(S(=O)(=O)NCc2ccco2)cc1N(C)S(=O)(=O)c1ccccc1	-5%	-16%	51*	-6%	33*	?
C/C(=N\NC(=O)c1ccc(NS(=O)(=O)c2cccs2)cc1)c1ccc2ccccc2c1	0%	6%	19	0%	7	-21%

Other entries:
SMILES	Pf growth 48h	Sm TGR inh	Shiga inhibitor	FBPA Giardia inh	CHX counter	Pf growth 96h
COc1cccc(C(=O)CSc2nnc(-c3cc(OC)cc(OC)c3)o2)c1	10%	?	-13	1%	2	5%
COc1ccc(-c2nn(-c3ccccc3)cc2C(=O)N2CCN(S(=O)(=O)c3ccccc3C#N)CC2)cc1	?	-1%	nt	nt	nt	9.3µM*
CCOc1ccc(NS(=O)(=O)c2cc(C(=O)N3CCN(c4ccccc4O)CC3)ccc2Cl)cc1	?	-1%	nt	nt	nt	?
O=C1CC(Cc2ccc(Cl)cc2)C(=O)N1c1ccncc1 (configuration not stated)	36%[activator]	2%	8	-3%	-3	?
CC(=O)N[C@@H]1C(O)OC(CO)C(O)C1O (some centres not stated)	-7%	nt	nt	-1%	nt	-21%
CC(Oc1ccc(Br)cc1)C(=O)Nc1ccncc1 (configuration not stated)	4%	1%	-2	5%	-3	13%
CN1C(=O)[C@H]2[C@@H](/C=C/c3ccccc3)N3C(=O)CN(Cc4ccccn4)C(=O)[C@@]3(C)[C@H]2C1=O	2%	-3%	2	-5%	1	35%[activator]
CCn1c(SCC(=O)Nc2cc(C(C)(C)C)nn2-c2ccccc2)nnc1-c1cccs1	-13%	-10%	16	-8%	-1	?
O=C(O)C1C2C=CC(C2)C1C(=O)OC1CC2CCC1C2 (configuration not stated)	12%	0%	-6	3%	-6	?
Cc1ccc2c(CN(C)Cc3ccc(Cl)cc3Cl)cc(=O)oc2c1	?	-3%	-7	nt	-4	?
CCn1c(SCC(=O)Nc2nc3c(s2)CCCC3)nc2c1c(=O)n(C)c(=O)n2C	13%	?	-1	4%	4	0%
Nc1cc(S(=O)(=O)c2ccc(O)c(N)c2)ccc1O	0%	-30%	-5	-18%	-5	4%
Cc1ccc(C)c(N(C(=O)Cc2cccs2)C(C(=O)NC2CCCC2)c2ccc(C)o2)c1 (configuration not stated)	?	-3%	4	2%	-4	-12%
Cc1ccc(N=C(N)N=C(N)N)c(C)c1	?	0%	1	3%	-2	?
CNC(=O)NNC(=O)c1csc(Cc2c(Cl)sc3ccc(Cl)cc23)n1	72%[activator]	2%	-4	-2%	-2	7%
O=C(O)CCC(=O)Nc1ccc(C(=O)N2CCCCC2)cc1	-11%	5%	4	8%	1	1%
O=C1C(=O)N(c2nccs2)C(c2ccccc2)/C1=C(\O)c1ccc2c(c1)OCCO2 (configuration not stated)	-16%	-17%	22	nt	15	-29%
COC(=O)c1ccc(NC(=O)C2CCCN2S(=O)(=O)c2ccc(OC)cc2)cc1 (configuration not stated)	-15%	-4%	-9	1%	5	nt
O=C(N=C1SC2CS(=O)(=O)CC2N1c1cccc(Cl)c1Cl)C1CCCO1 (configuration not stated)	-3%	-20%	8	nt	-3	-10%
COc1ccccc1CNC(=O)CC12CC3CC(CC(Br)(C3)C1)C2	?	-11%	-7	17%	-5	-12%
Cc1ccccc1C(=O)Nc1ccc(S(=O)(=O)N2CC(C)OC(C)C2)cc1 (configuration not stated)	-13%	1%	-2	4%	-2	0%
Cc1ccc(S(=O)(=O)N2[C@@H](c3ccccc3)C(C(=O)O)=CC[C@H]2c2cccc(C)c2)cc1	?	-8%	nt	nt	nt	-8%
CCOc1ncccc1C(=O)Oc1ccc2c(c1)OCO2	?	-17%	33	-2%	9	1%[5.75 µM]
CC(=O)Nc1ccccc1C	22%	-2%	nt	nt	nt	47%[activator]
CCN(CC)C(=O)c1sc(NC(=O)c2ccco2)c(C#N)c1C	10%	-10%	3	2%	-2	34%
O=C(NN1C(=O)/C(=C/c2ccc(O)c(O)c2)SC1=S)c1ccccc1	-24%	6%	-9	14µM*	-3	10µM*
CC1CCCCN1C(=O)COC(=O)C1CCN(S(=O)(=O)c2ccc3c(c2)OCCO3)CC1 (configuration not stated)	-4%	0%	nt	nt	nt	2%
O=C1OCCC1Sc1nnnn1-c1ccc(Cl)cc1 (configuration not stated)	72%[activator]	4%	4	0%	-2	?
COc1ccc(C(=O)NC(C)c2ccncc2)cc1S(=O)(=O)N(C)Cc1ccccc1 (configuration not stated)	?	-22%	nt	nt	nt	?
O=C(c1ccc(Cl)s1)N(Cc1nnc(-c2ccccc2Cl)o1)C1CC1	7%	-7%	nt	nt	nt	9%
COc1cc(/C=N/NC(=O)CN(CCc2ccccc2)S(=O)(=O)c2ccc(NC(C)=O)cc2)cc(OC)c1OC	?	6%	-8	0%	-1	41%[activator]
O=[N+]([O-])c1cccnc1Oc1ccc(OCc2ccccc2)cc1	nt	31%	61*	4%	63*	-18%
N#Cc1cccc(C#N)c1Oc1ccc(S(=O)(=O)Nc2ccccc2)cc1	-11%	-3%	10	12%	9	-7%
O=C(c1ccc(-c2ccc(Cl)cc2)o1)N1CCN(c2ccc([N+](=O)[O-])cc2Cl)CC1	?	0%	-3	-10%	-1	?
